Shiga toxin inh – A qHTS for Small Molecule Inhibitors of Shiga Toxin; Vero cells, Shiga toxin protein synthesis inhibition reporter; inhibition, % at 38.7 µM; 9.2% of 290,000 active; AID 2315, 2010; in the data active = inhibition mostly above about 28%, no sharp cut-off; inactive = mostly below about 43%; also: 0% is about no effect
LmPK inhibitor – qHTS Assay for Inhibitors of Leishmania Mexicana Pyruvate Kinase (LmPK) | purified LmPK, Kinase-Glo ATP luminescence, 1 h | Potency, µM (highest dose often 57.5 µM), for inactives: top-dose activity change, negative = inhibition, actives largely listed as inhibitors | Q27686 | 0.37% of 290,000 active; also: potency is read from the fitted curve at half-maximal effect; % is scaled to controls: 0 for no effect and ±100 for the full control effect
Target sequence (Q27686 whole entry, looked up): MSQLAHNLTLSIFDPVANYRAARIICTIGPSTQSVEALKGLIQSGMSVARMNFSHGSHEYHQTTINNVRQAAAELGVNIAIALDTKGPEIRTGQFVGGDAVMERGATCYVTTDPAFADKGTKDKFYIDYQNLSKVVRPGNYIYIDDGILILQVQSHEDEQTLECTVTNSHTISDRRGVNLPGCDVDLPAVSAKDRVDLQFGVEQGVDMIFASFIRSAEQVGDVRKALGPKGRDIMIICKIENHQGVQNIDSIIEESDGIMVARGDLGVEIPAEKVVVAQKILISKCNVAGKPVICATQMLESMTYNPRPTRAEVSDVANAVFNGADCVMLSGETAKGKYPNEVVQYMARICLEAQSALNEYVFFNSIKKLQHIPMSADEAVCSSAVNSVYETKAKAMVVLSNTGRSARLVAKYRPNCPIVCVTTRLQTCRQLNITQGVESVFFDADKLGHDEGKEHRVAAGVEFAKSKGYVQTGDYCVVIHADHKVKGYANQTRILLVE
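qHTS format; LmPK 0.1 nM; substrates PEP 0.5 mM and ADP 0.1 mM. One-hour room-temperature incubation, then coupled luciferase luminescence; 0.5 nM enzyme wells mark activation.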
TbPYK inhibitor – qHTS of Trypanosoma Brucei Inhibitors; pyruvate kinase (Trypanosoma brucei), Q57TT1; TbPYK enzyme, Kinase-Glo Plus ATP luminescence, 45 min; Potency, µM (titrated, usually from 76.8 µM), inactives show at the highest dose activity, negative = inhibition, usual class: inhibitors; 0.12% of 410,000 active; also: potency is read from the fitted curve at half-maximal effect; % is scaled to controls: 0 for no effect and ±100 for the full control effect; nearly all actives have a fitted effect of over 50% in size
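Luminescent Kinase-Glo Plus end-point after 45 min room-temperature reaction of T. brucei pyruvate kinase started with 130 uM ADP (final). Buffer TEA 50 mM pH 7.2 with KCl, MgCl2, BSA, Tween-20; titration-based qHTS with fitted concentration-effect curves.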
Pf growth 48h – Primary qHTS for delayed death inhibitors of the malarial parasite plastid, 48 hour incubation | P. falciparum luciferase growth in erythrocytes, 48 h | Potency, µM (top dose mostly 28.7 µM), for inactives: at the highest dose activity change, negative = inhibition, hits mostly inhibitors | 5.9% of 310,000 active | AID 504832, 2011; also: potency is read from the fitted curve at half-maximal effect; % is scaled to controls: 0 for no effect and ±100 for the full control effect
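Compounds are pin-transferred into medium, infected erythrocytes (2% hematocrit, 0.1% parasitemia final) are added, and plates sit one parasite generation at 37 C in 5% CO2. Detection reagent is then added and luminescence measured.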
Pf growth 96h – Primary qHTS for delayed death inhibitors of the malarial parasite plastid, 96 hour incubation. 6.9% of 320,000 active. P. falciparum luciferase reporter growth, 96 h. Potency, µM (top dose mostly 28.7 µM), without a hit: at the highest dose activity change, negative = inhibition, most hits filed as inhibitors. AID 504834, 2011; also: potency is read from the fitted curve at half-maximal effect; % is scaled to controls: 0 for no effect and ±100 for the full control effect
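Two-generation exposure (96 h) targets delayed-death phenotype. Reporter parasites carrying integrated firefly luciferase, in red cells at 2% hematocrit and 0.05% parasitemia final, kept at 37 C, 5% CO2; luminescence loss indicates inhibition.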
AmpC inh no detg – qHTS Inhibitors of AmpC Beta-Lactamase (assay without detergent). P00811. AmpC nitrocefin hydrolysis, absorbance 480 nm, 0.0001% Triton. Potency, µM (series often up to 57.1 µM), for the others: at the top dose activity change, negative = inhibition, most hits filed as inhibitors. 0.52% of 330,000 active;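 also: potency is read from the fitted curve at half-maximal effect; plate controls were no compound for no effect and no enzyme for full effect; nearly all actives have a fitted effect of over 20% in size; some results filed as inactive show a strong effect at the top dose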
Target sequence (P00811 whole entry, looked up): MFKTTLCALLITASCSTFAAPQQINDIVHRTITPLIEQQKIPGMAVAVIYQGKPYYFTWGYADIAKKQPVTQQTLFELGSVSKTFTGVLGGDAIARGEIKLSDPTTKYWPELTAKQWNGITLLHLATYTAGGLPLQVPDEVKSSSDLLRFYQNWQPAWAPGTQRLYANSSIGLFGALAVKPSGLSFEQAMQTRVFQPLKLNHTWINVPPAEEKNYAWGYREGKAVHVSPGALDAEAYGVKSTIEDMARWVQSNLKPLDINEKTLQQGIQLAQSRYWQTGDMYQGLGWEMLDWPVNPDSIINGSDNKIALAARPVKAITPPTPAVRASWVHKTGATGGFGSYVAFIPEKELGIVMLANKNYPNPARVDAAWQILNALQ
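20 mM phosphate pH 7.0 + 0.01% (detergent screen) or 0.0001% Triton X-100; 5.3 nM AmpC reagent; cpd preinc 15 min RT; nitrocefin (800 uM stock) to start; A480 q20 s × 4 min; Activity was normalised to no-enzyme and no-compound control wells.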
CHX counter – Cycloheximide Counterscreen for Small Molecule Inhibitors of Shiga Toxin; cell reporter, cycloheximide protein synthesis inhibition counterscreen; max response, %; 12% of 300,000 active; AID 2314, 2010; in the data active = max response mostly above about 13%, no sharp cut-off; inactive = mostly below about 14%; also: read at 38.3 µM for the half of the compounds with a filed dose; 0% is about no effect
Numbers without * were called inactive; ? = inconclusive; / = no result given; [ ] = dose if it differs, or a comment. Unless noted, calls follow the shape of the dose curve; as a rule, active = well fitted curve in the direction sought with a large enough effect; inconclusive = small, poorly fitted or top-dose-only effect, or another doubt; inactive = no such curve, though single readings can be large; an effect the other way counts as inactive or inconclusive.

The line under a structure holds: Shiga toxin inh	LmPK inhibitor	TbPYK inhibitor	Pf growth 48h	Pf growth 96h	AmpC inh no detg	CHX counter
1. Nc1ncnc2c1ncn2CCN1CCOCC1
 : 21	-11%	-1%	12%	?	-19%	-2
2. COc1ccc(NC(=O)CN(C)C(=O)c2c(C)nn(-c3ccccc3)c2Cl)cc1
 : /	/	-10%	?	?	7%	/
3. O=C(N/N=C/c1cccc(F)c1)c1ccc(Cl)cc1
 : 119*	-1%	-4%	98%[activator]	60%[activator]	-5%	44*
4. CCCCNC(=O)Nc1ccccc1C(=O)NCCC
 : 4	1%	-7%	-29%	-16%	-20%	-2
5. CCn1c2ccccc2c2cc(CC(N)=O)ccc21
 : -5	-3%	0%	-3%	28%	-6%	-8
6. COc1ccc(CN(C)C(=O)CNC(=O)c2cccs2)c(OC)c1
 : /	/	-8%	?	?	-14%	/
7. CC(C)C(=O)Nc1ccc2c(c1)nc1n2CCSC1
 : 40*	4%	-1%	70%[activator]	/	-23%	19
8. CC1Cn2c(nc(=O)c3c2NCN(CCc2ccccc2)C3)S1 (stereo not drawn)
 : -8	-3%	-4%	3%	0%	-14%	-1
9. CCOC(=O)C(C)Oc1cccc2c(=O)n(CC(=O)Nc3cccc(OC)c3)ccc12 (stereo not drawn)
 : 3	6%	-1%	-8%	3%	7.1µM*	-2
10. O=C(c1cc2cc(F)ccc2[nH]1)N1CCC2(CC1)OCCO2
 : 50*	3%	-1%	?	?	-7%	30*
11. COC(=O)C(Cc1ccccc1)NC(=O)CCc1c[nH]c2ccccc12 (stereo not drawn)
 : -3	9%	-6%	-4%	2%	12%	-4
12. O=[N+]([O-])c1ccc(COc2ccccc2/C=N/O)cc1
 : 90*	-3%	-3%	69%[activator]	60%[activator]	-15%	45*
13. NS(=O)(=O)c1ccc(N/C=C\C(=O)c2cccc3ccccc23)cc1
 : 10	1%	-1%	3%	?	-38%	21*
14. Cc1nnc(NC(=O)C2CC(=O)N(c3ccc4c(c3)OCCO4)C2)s1 (stereo not drawn)
 : /	/	3%	-9%	15%	-4%	/
15. CCN(CC)c1ccc(NC(=S)NC(=O)c2ccco2)cc1
 : 61*	-1%	-1%	?	37%[activator]	-21%	38*
16. Clc1ccc(CN2CCCCCC2)cc1Cl
 : -4	2%	8%	6%	12µM*	-16%	-4
17. Cc1ccc(CC(=O)N2CCN(c3ccccc3F)CC2)cc1
 : 56	3%	0%	4%	?	3%	13*
18. Cn1cccc1Cc1nnc(SCC(=O)Nc2ccc(F)cc2F)n1-c1ccc(F)cc1
 : 2	4%	1%	?	45%[activator]	24%	-2
19. c1ccc(Nc2nc3ccccc3[nH]2)nc1
 : 86*	-10%	-4%	?	?	-29%	70*
20. CCc1ccc(NC(=O)c2cnc3n(c2=O)CCS3)cc1
 : 27	4%	2%	/	205%[activator]	-12%	10
21. C/C(Cn1nc([N+](=O)[O-])cc1C)=N\NC(=O)c1cccc(Br)c1
 : 22	-2%	-7%	23%	19%	-18%	31*
22. Cc1cccc(C(=O)N[C@H](C(=O)Nc2nc(C)cs2)C(C)C)c1
 : 8	-3%	0%	-22%	-13%	-19%	6
23. CCOc1ccc(Cl)cc1CNCCc1ccc(F)cc1
 : -11	0%	-4%	?	?	0%	-2
24. C/C(=N\NC(=O)c1cccnc1)c1nnn(-c2nonc2N)c1C
 : -15	-10%	2%	11%	-3%	-27%	-4
25. O=C(NCc1ccccc1)NC1(C(=O)N2CCN3CCCC3C2)CCCCC1 (stereo not drawn)
 : -4	2%	-9%	4%	/	-14%	0
26. Cc1ccccc1C(=O)Nc1nnc(-c2cccnc2)o1
 : -5	10%[11.5 µM]	-5%	-6%	55%[activator]	-21%	-2
27. CC(=O)C1=C(C)NC(=O)NC1c1cccc([N+](=O)[O-])c1O (stereo not drawn)
 : 15	-3%	3%	?	35%[activator]	-16%	13
28. CCOC(=O)C1CCCN(C2=NC(=O)/C(=C/c3ccc(OC)cc3OC)S2)C1 (stereo not drawn)
 : -7	1%	-23%	6.6µM*	17%	38%	-3
29. CN(C)c1ccc(/C=N/NC(=O)C(=O)/C=C2\NC3(CCCC3)Cc3ccccc32)cc1
 : 11	6%	3%	?	2.6µM*	-26%	7
30. Cc1ccc(S(=O)(=O)N2CCOCC2)cc1C(=O)N1CCOCC1
 : -18	-3%	2%	/	5%	-38%	-4
31. CCc1ccc(C(=O)NCc2cnn(C)c2)s1
 : 37*	5%	3%	14%[5.75 µM]	4%	-12%	24
32. O=C(COc1ccccc1Cl)Nc1cccc(S(=O)(=O)NC2=NCCCCC2)c1
 : /	/	3%	?	?	-19%	/
33. COc1ccc(C(=O)COC(=O)c2nn(C)c(=O)c3ccccc23)c(OC)c1
 : 17	15%	4%	30%	49%[activator]	-19%	4
34. Cc1ccc(OCCNC(=O)c2ccc(C)cc2)cc1
 : 79*	2%	-3%	-2%	?	-15%	46*
35. NC1=NC(=O)/C(=C/c2cccs2)S1
 : 46	-5%	-2%	-2%	?	-9%	9
36. Cc1ccc(C(=O)Nc2ccc(S(=O)(=O)Nc3ncccn3)cc2)cc1[N+](=O)[O-]
 : -6	-4%	4%	7%	190%[activator]	-10%	-1
37. O=C(NCc1ccc2c(c1)OCO2)c1cc(-c2ccccn2)nc2ccccc12
 : -10	-3%	-3%	191%[activator]	?	-2%	14
38. Cc1ccccc1N=CC1=C(O)c2ccccc2C1=O
 : 42	4µM*	?	134%[activator]	-2%	-15%	35*
39. CCc1ccc(-c2cc(C)no2)cc1S(=O)(=O)N1CC(=O)Nc2ccccc21
 : -5	-1%	1%	-23%	54%[activator]	-4%	-4
40. CCOC(=O)c1sc2nc3c(SCC(=O)O)cc(C(=O)c4cc(F)ccc4O)cn3c(=O)c2c1C
 : 10	-1%	5%	-4%	31%[activator]	0%	-5
41. NC(=S)N/N=C/c1ccc(-c2cc(Cl)c(Cl)cc2Cl)o1
 : -3	-5%	-14%	?	?	20µM*	-1
42. COc1cccc(-c2cc(C(=O)NCc3ccc(Cl)cc3)no2)c1
 : -5	9%	-5%	15%	-53%	-32%	1
43. CCOc1cc(C(=O)Nc2ccc3c(c2)OCO3)ccc1OCCOc1ccccc1Cl
 : -3	0%	-1%	17%	12%	/	-1
44. CC(/C=N/n1c(-c2cccnc2)n[nH]c1=S)=C\c1ccco1
 : -7	2%	?	26%	0%	-39%	-1
45. CC(C)NC(=S)N=Nc1c(O)[nH]c2ccc(C(C)C)cc12
 : 0	1%	1%	8.3µM*	?	-13%	-2

Exported tab-delimited: part of the list above
item	SMILES	Shiga toxin inh	LmPK inhibitor	TbPYK inhibitor	Pf growth 48h	Pf growth 96h	AmpC inh no detg	CHX counter
42	COc1cccc(-c2cc(C(=O)NCc3ccc(Cl)cc3)no2)c1	-5	9%	-5%	15%	-53%	-32%	1
39	CCc1ccc(-c2cc(C)no2)cc1S(=O)(=O)N1CC(=O)Nc2ccccc21	-5	-1%	1%	-23%	54%[activator]	-4%	-4
43	CCOc1cc(C(=O)Nc2ccc3c(c2)OCO3)ccc1OCCOc1ccccc1Cl	-3	0%	-1%	17%	12%	/	-1

(list continues)
The line under a structure holds: Shiga toxin inh	LmPK inhibitor	TbPYK inhibitor	Pf growth 48h	Pf growth 96h	AmpC inh no detg	CHX counter
46. C/C(=N\OC(=O)NC(C)C)c1sc(-c2ccccc2)nc1C
 : 52	-2%	0%	41%[activator]	24%	44%	26*
47. O=C(Nc1nnc(-c2ccc(Cl)cc2)o1)Nc1ccccc1F
 : 34*	-5%	0%	30%[activator]	58%[activator]	-10%	22
48. CCOc1ccccc1C(=O)NC1CC2CCCC(C1)N2Cc1ccc(C)cc1 (stereo not drawn)
 : 8	2%	0%	?	199%[activator]	-13%	-1
49. CN1C(=O)N(C)C2C1N(C)S(=O)(=O)N2C (stereo not drawn)
 : 16	0%	-2%	11%	-23%	-6%	-4
50. O=C(Nc1cccnc1N1CCOCC1)c1cc2ccccc2oc1=O
 : 47*	-8%	-1%	-5%	-16%	-4%	26*
51. COc1cccc(/C=N/NC(=S)NCCc2ccccc2)c1
 : -7	4%	-5%	6%	6%	-21%	14
52. CC1CCCCN1CC(=O)Nc1ccc2c(c1)OCO2 (stereo not drawn)
 : /	/	5%	4%	19%	-20%	/
53. CCOc1ccccc1C(=O)N/N=C/c1coc2ccc(Cl)cc2c1=O
 : -12	-1%	0%	1%	?	-33%	-3
54. Cc1cc(=O)n2nc(N3CCCC(C(=O)Nc4ccc(C)c(C)c4)C3)sc2n1 (stereo not drawn)
 : -2	0%	-1%	23%	?	65%[activator]	-2
55. CCCCNC(=O)c1ccc(/C=C2\Oc3ccccc3N(C)C2=O)cc1
 : 16	-1%	0%	?	2%	-23%	5
56. CC(OC(=O)CCCN=C1NS(=O)(=O)c2ccccc21)C(=O)c1ccccc1 (stereo not drawn)
 : /	/	-10%	-2%	2%	-15%	/
57. Cc1nn(S(=O)(=O)c2ccc(C(C)(C)C)cc2)c(C)c1S(=O)(=O)N1CCOCC1
 : -21	1%	3%	11%	-19%	-12%	1
58. CCc1ccc2nc(N(CCCN(C)C)C(=O)c3ccc4c(c3)OCCO4)sc2c1
 : -6	-5%	1%	3.3µM*	?	179%[activator]	2
59. O=C(NNc1ccc(O)cc1)c1ccc(Br)cc1
 : 40	-21%	-12%	28%	153%[activator]	-21%	9
60. CCN1CCN(c2ccc(S(=O)(=O)N3CCCCC3)cc2NC(=O)c2cccc(OC(F)F)c2)CC1
 : /	/	-1%	?	10µM*	182%[activator]	/
61. Cn1c(=O)[nH]c(=O)c2c1nc(Br)n2Cc1cccc(Br)c1
 : -6	1%	4%	-18%	?	-34%	0
62. Cc1ccc(NC(=O)CN2C(=O)S/C(=C\c3ccc(OCC(=O)O)c(Br)c3)C2=O)cc1
 : /	0%	-9%	62%[activator]	-20%	-21%	-2
63. N/C(CC(=O)NCCOc1ccccc1)=N\O
 : -4	-9%	0%	16%	/	-10%	13
64. Cc1cc(C)nc(-n2nc(C)c(Oc3ccccc3O)c2C)n1
 : 31	-1%	-5%	?	?	17%	9
65. O=C(NCC1CCCO1)c1cccc(S(=O)(=O)N2CCCCC2)c1 (stereo not drawn)
 : /	/	0%	28%	79%[activator]	2%	/
66. CCC(C)(C)c1ccc(Oc2cccc(C(=O)O)c2)cc1
 : 163*	9%	-6%	54%[activator]	83%[activator]	-14%	39*
67. CCOC(=O)c1ccc(-n2c(C)ccc2C)cc1
 : 19	2%	3%	-23%	7.4µM*	-21%	1

Screens (PubChem)
